# Screening results from PubChem BioAssay.
# TIM10 inh – growth inhibitors of TIM10 yeast strain; S. cerevisiae TIM10 strain growth, BacTiter-Glo luminescence, 24 h; inhibition, % at 10 µM; actives 1.4% (n = 330,000);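 active = inhibition of 40% or more at the single tested concentration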;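 note: wild-type TIM10 isogenic control strain grown at permissive 25 °C; 0% = DMSO yeast wells and 100% = minimal medium wells without yeast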
# tim10-1 inh – tim10-1 yeast growth inhibition | S. cerevisiae tim10-1 ts strain growth, BacTiter-Glo, 24 h | inhibition, % at 20 µM | actives 2.2% (n = 330,000) | AID 463190;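 active = inhibition of at least 40%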;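 note: mutant grown at 25 °C; 0% = DMSO wells with yeast and 100% = wells holding no yeast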
# APJ ag – activates the human apelin receptor APJ | P35414 | CHO-K1 APJ PathHunter beta-arrestin, luminescence; 0% DMSO wells, 100% apelin | activation, % at 20 µM | actives 0.11% (n = 330,000);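 active = activation more than six SD over the plate average, tested at 20 µM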;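 note: 0% = DMSO alone and 100% = apelin-13 at 10 nM; some results filed as inactive read as strong as hits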
# Target sequence (P35414 whole entry, looked up): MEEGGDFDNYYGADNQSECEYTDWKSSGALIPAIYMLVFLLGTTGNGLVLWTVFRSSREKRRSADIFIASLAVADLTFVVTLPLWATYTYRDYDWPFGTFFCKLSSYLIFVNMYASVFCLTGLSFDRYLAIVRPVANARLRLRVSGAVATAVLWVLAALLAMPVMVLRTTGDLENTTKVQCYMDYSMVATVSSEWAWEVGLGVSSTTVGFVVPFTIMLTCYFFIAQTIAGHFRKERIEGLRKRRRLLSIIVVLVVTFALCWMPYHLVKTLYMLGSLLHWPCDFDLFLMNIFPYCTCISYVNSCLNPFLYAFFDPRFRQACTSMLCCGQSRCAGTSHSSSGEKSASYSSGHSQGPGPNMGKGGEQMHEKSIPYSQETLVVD
#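 Incubation: overnight seeding, 90 min compound at 25 °C, 1 h detection; test system: PathHunter CHO-K1 APJ (AGTRL-1) beta-arrestin reporter cells; amount: 1000 cells/well; doses: one dose, 20 µM compound, 1% DMSO; measured by: beta-gal luminescence; measure: agonist-driven arrestin binding to APJ; benchmarks: negative DMSO alone, positive Apelin-13 at 10 nM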
# tim23-1 inh – inhibits growth of tim23-1 mutant yeast; actives 1.3% (n = 330,000); AID 463212; S. cerevisiae tim23-1 growth, BacTiter-Glo luminescence, 24 h; inhibition, % at 20 µM;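 active = growth inhibition of the mutant yeast at or above 50%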;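 note: temperature-sensitive mutant grown at 25 °C; plate controls were DMSO-treated mutant yeast for no effect and medium wells lacking yeast for full effect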
# CHOP UPR activ – apoptotic UPR (CHOP) activation; CHO-CHOP luciferase reporter, luminescence; percent of tunicamycin response over DMSO baseline; activation, % at 10 µM; actives 0.34% (n = 330,000); AID 449763;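 active = at 10 µM dose, activation of 40% or more, normalized to positive control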;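 note: 100% = tunicamycin at 10 µg/mL and 0% = DMSO alone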
#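 System: CHO-CHOP luciferase reporter cell line | Buffer or medium: F12 medium containing 10% fetal bovine serum | Doses: One dose, 10 µM in 0.5% DMSO | Times: 6 h compound exposure at 37 °C after overnight seeding | Signal: Luciferase luminescence | Read-out: % activation vs tunicamycin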
# CXCR6 block – inhibitors of human CXCR6 receptor. inhibition, % at 20 µM. CHO-K1 PathHunter CXCR6 beta-arrestin, luminescence. O00574. actives 0.36% (n = 360,000); in the data active = inhibition above about 34%, passing the limit was not always enough;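 note: antagonist mode with CXCL16 agonist at 10 nM final; 0% = 10 nM CXCL16 with DMSO and 100% = unstimulated wells without agonist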
# Target sequence (O00574 whole entry, looked up): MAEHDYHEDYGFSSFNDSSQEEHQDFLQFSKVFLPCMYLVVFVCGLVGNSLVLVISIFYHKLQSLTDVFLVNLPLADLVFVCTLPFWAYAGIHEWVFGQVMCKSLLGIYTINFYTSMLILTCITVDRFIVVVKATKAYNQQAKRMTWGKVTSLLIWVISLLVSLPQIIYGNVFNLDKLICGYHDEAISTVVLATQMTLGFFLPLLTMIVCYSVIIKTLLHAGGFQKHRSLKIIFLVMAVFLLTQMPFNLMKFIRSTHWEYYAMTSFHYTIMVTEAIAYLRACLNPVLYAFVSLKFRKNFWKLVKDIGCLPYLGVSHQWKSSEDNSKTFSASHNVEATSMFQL
# XBP1 UPR activ – adaptive UPR (XBP1) activation | CHO-XBP1 luciferase reporter, IRE1-XBP1 UPR activation, luminescence; percent of tunicamycin response, DMSO as zero | actives 0.33% (n = 330,000) | activation, % at 20 µM | AID 463104;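 active = versus positive control, 20 µM dose yields 30% or more activation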;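 note: 100% = tunicamycin at 10 µg/mL and 0% = DMSO only wells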
#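 Assay system: IRE1-XBP1 luciferase reporter CHO line. Input: 1000 cells/well. Buffer or medium: F12 with 10% serum. Doses: 20 µM, 1% DMSO. Times: overnight seeding at 37 °C, 6 h compound treatment at 37 °C. Technique: Steady-Glo luciferase glow luminescence, 10 min after reagent addition.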
# APJ antagonist – blocks the human apelin receptor APJ; P35414; CHO-K1 APJ beta-arrestin complementation, luminescence; inhibition, % at 20 µM; actives 0.32% (n = 330,000); AID 2521;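 active = inhibition above about 40% at 20 µM, limit read from the data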;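 note: cells challenged with 10 nM apelin-13 agonist together with compound; plate controls were apelin-13 plus DMSO wells for no effect and DMSO wells lacking apelin-13 for full effect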
# Mdm2 MdmX PPI – disrupts the human Mdm2-MdmX interaction; O15151+Q00987; SaOS-2 split-luciferase Mdm2/MdmX complementation, luminescence; inhibition, % at 8 µM; actives 3% (n = 330,000); AID 485346;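 active = inhibition of at least 50% at 8 µM in the primary screen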
# Numbers without * were called inactive.
# Values run as follows: tim23-1 inh, XBP1 UPR activ, APJ antagonist, CHOP UPR activ, tim10-1 inh, TIM10 inh, CXCR6 block, Mdm2 MdmX PPI, APJ ag
Cn1c(N)c(C(=O)COC(=O)Cc2c(F)cccc2Cl)c(=O)n(C)c1=O
  1, 1, 0, -1.3, -5, 3, 0, -17, -2
Cc1cc(=O)[nH]c(SCC(=O)Nc2c(C)n(C)n(-c3ccccc3)c2=O)n1
  5, -1, 0, -0.1, -1, 1, -6, -6, -1
CCCCCOC(=O)Cc1c(O)c2ccccc2n(C)c1=O
  15, -4, -5, -1.6, 31, -2, 3, 32, -3
Cc1ccc(N2C(=O)c3ccccc3C2Nc2ccccc2)nc1 (stereo not given)
  35, 0, 5, -0.1, 31, 16, 4, 1, -5
COc1ccc(-c2noc(CCC(=O)N3CCN(Cc4ccccc4)CC3)n2)cc1
  13, 0, -6, -0.9, 2, 12, 2, 9, 1
Cc1nc2cc(NC(=O)CSc3nc4c(C)cccc4cc3C#N)ccc2s1
  -34, 30*, 1, 0.1, 12, -8, -2, 38, 2
NC1=NC(=O)C(Cc2cc(Cl)ccc2Cl)S1 (stereo not given)
  -12, 1, 7, 2.9, 2, -19, -1, 20, -1
CCOC(=O)C1=C(COC(=O)C2CC(=O)N(CCc3ccccc3)C2)NC(=O)NC1C (stereo not given)
  7, -1, -16, -1.5, 14, 1, -4, 19, 0
Cc1ccccc1-n1c(SCC(=O)N/N=C/c2sccc2C)nc2ccccc2c1=O
  7, 1, -8, 0.0, 3, 12, 3, 43, 1
CC(C)Cn1c(N)c(C(=O)COC(=O)c2cc3ccccc3cc2O)c(=O)n(C)c1=O
  19, 0, 1, 2.8, 16, 19, -2, 10, 1
Cc1cccc2sc(NC(=O)c3cccc(S(=O)(=O)N4CCc5ccccc54)c3)nc12
  1, 0, 0, 1.5, -2, 3, -1, 43, -1
C=CCc1cccc(CNc2ccc(Br)cc2)c1O
  37, 0, 10, 0.5, 43*, 35, -11, -2, -2
CC(Oc1ccc(F)cc1)C(=O)Nc1ccccc1C(=O)NC1CC1 (stereo not given)
  16, 3, 18, 0.6, 10, -1, -4, 17, -1
CCc1sc(C(=O)NNC(=O)c2cncc(Br)c2)cc1C
  -3, -3, -4, 0.6, 5, 2, 4, -53, -2
CC(C)CN(CC(C)C)C(=O)c1cc(S(=O)(=O)N2CCCCC2)c[nH]1
  15, -4, 27, 0.9, 17, 1, -7, 25, -1
COc1ccc(C2NC(=O)NC(C)=C2C(=O)Nc2cccc(C)c2C)cc1 (stereo not given)
  8, 2, 4, 1.0, 9, -4, 2, 2, 1
O=C(Nc1ccccc1N1CCOCC1)c1ccc2c(c1)C(=O)N(Cc1ccncc1)C2=O
  6, -2, -4, 0.1, 22, -7, -4, -6, -3
CC(OC(=O)c1cc(=O)c2cc(Cl)ccc2o1)C(=O)N1CCCC1 (stereo not given)
  -5, -3, 21, 0.9, -5, -5, 5, 15, 4
CCNC(=S)N/N=C/c1cccc(/C=N/NC(=S)NCC)c1
  -8, -5, 5, 1.3, -18, -2, -1, 14, -3
Cn1nnc2c(sc3nc(N4CCOCC4)c4c(c32)CCCC4)c1=O
  -2, 18, 13, 11, 13, 18, 9, -10, -4

# Entries shown so far with bromine (two):
# Values run as follows: tim23-1 inh, XBP1 UPR activ, APJ antagonist, CHOP UPR activ, tim10-1 inh, TIM10 inh, CXCR6 block, Mdm2 MdmX PPI, APJ ag
C=CCc1cccc(CNc2ccc(Br)cc2)c1O
  37, 0, 10, 0.5, 43*, 35, -11, -2, -2
CCc1sc(C(=O)NNC(=O)c2cncc(Br)c2)cc1C
  -3, -3, -4, 0.6, 5, 2, 4, -53, -2

# Next part:
# Values run as follows: tim23-1 inh, XBP1 UPR activ, APJ antagonist, CHOP UPR activ, tim10-1 inh, TIM10 inh, CXCR6 block, Mdm2 MdmX PPI, APJ ag
O=C(COC(=O)c1cnccn1)Nc1c(Cl)cc(Cl)cc1Cl
  10, -1, 9, -0.1, 6, -2, 1, 29, -5
O=C(C1CCCN(c2ncnc3c2nc2n3CCCCC2)C1)N1CCN(c2ccc(Cl)cc2)CC1 (stereo not given)
  32, -3, -11, 0.7, 21, 26, -16, 39, 2
Nc1c(S(=O)(=O)c2ccccc2)c2nc3ccccc3nc2n1C1CC1
  -2, 0, 3, -0.4, 20, -2, 4, 25, 2
Cc1ccc(S(=O)(=O)NCCc2nnc3ccc(SCc4cccnc4)nn23)cc1
  -3, -1, -7, 0.0, -11, -5, 3, 5, -1
Cc1ccc(NC(=O)CO/N=C/c2ccccc2C)c(C)c1
  6, -1, -4, -2.6, 11, 13, -15, -18, -1
COCCNc1nc(=S)[nH]c2cc(OC)c(OC)cc12
  23, 0, 1, -0.7, 5, 11, 6, 14, -14
O=C(NCCS(=O)(=O)c1ccc(Br)cc1)c1ccccc1Cl
  7, -3, 8, -0.5, 13, 1, 4, 0, -2
O=C(CCN1C(=O)C2C3CCC(C3)C2C1=O)Nc1cccc(Cl)c1 (stereo not given)
  5, -5, -1, 0.9, 20, -7, 2, 17, -4
c1ccc2c(c1)CCc1snnc1-2
  -5, -2, -1, 1.5, -9, -14, -7, 13, 1
COCCNC(=O)c1ccccc1NC(=O)Cc1ccccc1[N+](=O)[O-]
  8, 2, 6, -0.2, 0, 5, 8, 3, -4
CCn1c(COc2ccc(Cl)cc2)nnc1SCc1nc2ccccc2[nH]1
  22, 1, 2, 11, 20, 31, -11, 30, -4
Cc1csc(NC(=O)CSc2nnc(-c3ccoc3C)n2C(C)c2ccccc2)n1 (stereo not given)
  17, -2, 8, 0.7, 10, 13, -9, 18, -2
COc1ccc(C(CNC(=O)c2cccc(S(=O)(=O)NCc3ccccc3)c2)N2CCOCC2)cc1 (stereo not given)
  7, -1, 13, 1.2, -4, -2, -2, 4, 1
COc1ccc(Cl)cc1NC(=O)[C@@H]1CCCN1C(=O)c1cccs1
  20, -4, -2, -0.2, 34, -6, -2, 25, 0
CCOCCCn1c(-c2ccc(Cl)cc2)n[nH]c1=S
  9, -1, -2, 0.2, 29, 3, -1, 1, -5
CC(=O)n1c2c(c3ccccc31)OC(N)=C(C#N)C2c1cccc(Cl)c1Cl (stereo not given)
  2, 5, -12, -3.3, 33, 18, -10, 37, 2
COc1ccc(OC)c(NC(=O)C(C)SCc2nc3sc(C)c(C)c3c(=O)[nH]2)c1 (stereo not given)
  0, -1, -3, -2.0, 20, -13, 4, -7, -2
CCC1CCCCN1CCCNC(=O)c1c(O)nc2c(C)cccn2c1=O (stereo not given)
  19, -5, 10, -0.4, 5, -2, -6, 25, -2
COC(=O)C(C)Oc1cc(C)ccc1COc1ccc(-n2nc(C)n(C(F)F)c2=O)cc1 (stereo not given)
  -52, 0, 3, 0.8, 10, -23, 3, 6, 0
Cc1c(C)n2c(SCC(=O)NC3CCCCC3)nnc2[nH]c1=O
  -8, -4, 12, 1.0, -10, -7, -2, 34, -3

# Record cards, as listed above. Order of screens: tim23-1 inh	XBP1 UPR activ	APJ antagonist	CHOP UPR activ	tim10-1 inh	TIM10 inh	CXCR6 block	Mdm2 MdmX PPI	APJ ag
# O=C(NCCS(=O)(=O)c1ccc(Br)cc1)c1ccccc1Cl as listed: 7	-3	8	-0.5	13	1	4	0	-2
# COc1ccc(C(CNC(=O)c2cccc(S(=O)(=O)NCc3ccccc3)c2)N2CCOCC2)cc1 (stereo not given) as listed: 7	-1	13	1.2	-4	-2	-2	4	1
# Cc1ccc(N2C(=O)c3ccccc3C2Nc2ccccc2)nc1 (stereo not given) as listed: 35	0	5	-0.1	31	16	4	1	-5
# Cn1c(N)c(C(=O)COC(=O)Cc2c(F)cccc2Cl)c(=O)n(C)c1=O as listed: 1	1	0	-1.3	-5	3	0	-17	-2
# O=C(Nc1ccccc1N1CCOCC1)c1ccc2c(c1)C(=O)N(Cc1ccncc1)C2=O as listed: 6	-2	-4	0.1	22	-7	-4	-6	-3

# (cont.)
# Values run as follows: tim23-1 inh, XBP1 UPR activ, APJ antagonist, CHOP UPR activ, tim10-1 inh, TIM10 inh, CXCR6 block, Mdm2 MdmX PPI, APJ ag
CC(=O)CSc1nc2ccc(Nc3nc(N4CCOCC4)nc(N4CCOCC4)n3)cc2s1
  32, 2, -12, 1.1, 27, 8, -1, 21, 0
CC1(C)NC(=O)N(CC(=O)OCC(=O)Nc2cccc(F)c2)C1=O
  4, -4, -2, -1.1, 6, -7, -8, 0, 2
O=C(CSc1nc(O)cc(=O)n1-c1ccccc1)Nc1ccc(Br)cn1
  9, 0, -2, 0.4, 8, -3, 0, -29, -5
Cc1cc(C)n2nc(SCC(=O)N(C)C)nc2n1
  4, -3, 15, -3.1, 7, 5, -3, -5, 3
CCOc1cc(/C=N/NC(=O)c2cccnc2)ccc1OCC(N)=O
  -3, -2, -7, 1.1, 3, 12, -4, -1, -4
C=CCn1c(SCC(=O)NC2CC2)nc2ccccc2c1=O
  3, -2, 7, 0.0, -27, 1, 3, -24, -6
C/C=C(\C)C(=O)O[C@@H]([C@H](O)c1cc2ccc(=O)oc2cc1OC)C(C)(C)O
  -9, -2, 2, 0.1, -7, -3, -4, -2, -3
COc1ccc2[nH]c(=O)c(CN(CC3CCCO3)S(=O)(=O)c3ccccc3F)cc2c1 (stereo not given)
  19, -1, -18, 2.0, 13, 7, 3, 14, 3
CC(=O)N1CC(=O)N(Cc2ccccc2)/C(=C/c2ccccc2)C1=O
  48, -3, -2, 0.4, 38, 44*, -3, 18, -2
COc1ccc(NC(=O)c2c(N)cnn2C)cc1
  0, 2, 2, 2.1, -9, -2, 2, -18, -1
COc1ccc(CCNc2nc(-c3ccccn3)cs2)cc1OC
  -6, -2, 12, -2.2, -6, 16, -1, 34, -4
S=C(Nc1ccc2nsnc2c1)N1CCCC1
  15, -2, -58, 3.5, 41*, 26, -7, -53, 6
CN(C(=O)c1ccc(S(=O)(=O)N2CCOCC2)cc1)C1CCS(=O)(=O)C1 (stereo not given)
  -2, 0, 12, 0.9, -9, -7, 2, -15, -1
CC1CCCC(C)N1C(=O)COC(=O)c1ccco1 (stereo not given)
  4, -1, 13, -1.0, -12, -5, -4, 11, -1
CCOC(=O)c1[nH]c2ccc(OCC)cc2c1NC(=O)CN1CCCC(C)C1 (stereo not given)
  22, -3, -2, 2.4, 16, -12, 4, 23, -1
CCCC(=O)NC(=S)Nc1ccccc1F
  36, -1, -9, 1.7, 23, 15, 6, -10, -2

# These rows are one share of the data (hit frequency here may not be typical).
